HIV peptide binding: cell-free HIV fusion peptide-binding blockers – biochemical, uHTS, fluorescence dequenching, primary screen (AID 1986); inhibition, % at 20 µM; hits with a dose series show IC50 in µM; cell-free peptide binding, fluorescence dequenching, 30 min; higher % means a stronger effect; hit rate 0.3% among 290,000; in the data active = inhibition mostly above about 52%, no sharp cut-off; inactive = mostly below about 76%; note: some results filed as inactive read as strong as hits
NS5 inhibitors: flavivirus cap methylation enzyme inhibition – biochemical, confirmation dose response, primary screen (AID 588689). Dengue-2 NS5 methyltransferase capping enzyme assay, biochemical; higher % means a stronger effect. one-dose inhibition, % at 25 µM; IC50 in µM for titrated hits. hit rate 0.3% among 340,000; in the data active = a potency from the dose series; inconclusive = inhibition above about 29% without an active follow-up result
Siah-1 displacement: Siah-1 peptide-binding antagonists, primary screen, biochemical, fluorescence polarization, rhodamine-plectin, uHTS (AID 1817) | Siah-1 / rhodamine-plectin peptide fluorescence polarization; higher % means a stronger effect | one-dose displacement, % at 20 µM; IC50 in µM for titrated hits | hit rate 0.02% among 290,000;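 active = displacement of at least 50% at 20 µM, with a fluorescence ratio check between 0.3 and a set limit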;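 note: plate controls were Siah plus tracer with DMSO for no effect and tracer alone without Siah for full effect; strong numbers were not always called active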
AID2073: inhibitors of Mint1-CaV2.2 protein interaction, biochemical, HTRF (AID 2073). HTRF protein-protein interaction, Mint1-CaV2.2; higher % means a stronger effect. inhibition, % at 20 µM; hits with a dose series show IC50 in µM. hit rate 0.19% among 290,000; in the data active = inhibition mostly above about 51%, no sharp cut-off; inconclusive = no clear call, values can overlap the other calls; inactive = mostly below about 53%; note: some results filed as inactive read as strong as hits
GPR55 LPI antagonism: inhibition of LPI-stimulated GPR55 beta-arrestin translocation – imaging, U2OS, beta-arrestin-GFP, LPI agonist, primary screen (AID 2013). inhibition, % at 10 µM; hits with a dose series show IC50 in µM. hit rate 0.13% among 290,000. U2OS GPR55 beta-arrestin-GFP translocation imaging, LPI antagonism; higher % means a stronger effect;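 active = spots per cell inhibited over 60%, with over 100 cells counted and total cytoplasm intensity under 500,000; inconclusive = wells with under 100 cells, flagged as likely toxic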;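 note: U2OS cells stably carrying GPR55 and arrestin-GFP stimulated by 5 µM LPI near EC80; imaged beta-arrestin-GFP aggregate spots per cell after agonist stimulation; plate controls were LPI-stimulated DMSO wells for no effect and DMSO wells without LPI for full effect; some results filed as inactive read as strong as hits; confirmed hits need IC50 under 10 µM and bright autofluorescent wells are also inconclusive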
GPR55 beta-arrestin: selective activators of receptor GPR55 – imaging, U2OS cells, beta-arrestin-GFP redistribution, primary screen (AID 1961). U2OS GPR55 beta-arrestin-GFP redistribution imaging; higher % means a stronger effect. activation, % at 10 µM; hits with a dose series show EC50 in µM. hit rate 0.048% among 290,000;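 active = activation above 40% with more than 50 cells counted in the well; inconclusive = wells holding fewer than 50 cells, flagged as toxic or sparse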;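 note: U2OS osteosarcoma cells stably expressing GPR55 and beta-arrestin-GFP; plate controls were DMSO negative control for no effect and LPI positive control for full effect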
NTR1 agonist: NTR1-driven beta-arrestin-GFP spot formation – imaging, U2OS cells, high content, primary screen (AID 493036); P30989; agonist mode; activation, % at 20 µM; hit rate 0.17% among 330,000;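 active = activation at or above 40% of the spot to cytoplasm intensity ratio, with at least 20 cells analyzed; inconclusive = wells under 20 cells, flagged as cytotoxic or low count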;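 note: 0% = DMSO without peptide and 100% = 100 nM NTR1 peptide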
Target sequence (P30989 whole entry, looked up): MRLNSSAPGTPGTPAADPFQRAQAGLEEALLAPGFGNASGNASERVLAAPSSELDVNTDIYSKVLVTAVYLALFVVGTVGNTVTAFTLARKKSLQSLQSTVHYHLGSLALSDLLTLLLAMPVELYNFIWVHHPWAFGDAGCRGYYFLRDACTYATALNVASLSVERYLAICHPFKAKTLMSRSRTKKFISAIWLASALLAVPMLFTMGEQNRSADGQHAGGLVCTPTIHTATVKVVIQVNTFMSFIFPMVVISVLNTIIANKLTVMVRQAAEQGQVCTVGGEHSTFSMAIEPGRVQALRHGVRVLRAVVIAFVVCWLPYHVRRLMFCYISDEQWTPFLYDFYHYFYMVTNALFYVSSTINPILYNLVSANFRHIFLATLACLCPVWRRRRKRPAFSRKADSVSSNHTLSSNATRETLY
K1F lysis inhibition: inhibition of K1F phage lysis, E. coli UTI89, bacterial capsule biogenesis inhibitors, alamar blue (AID 488966); inhibition, % at 100 µM; hits with a dose series show IC50 in µM; E. coli UTI89 K1F phage lysis, alamar blue, 2 h; higher % means a stronger effect; hit rate 0.02% among 340,000;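 active = phage lysis inhibition, versus mean bacterial control, above a set limit; inconclusive = no clear call, values can overlap the other calls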;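 note: capsule biogenesis inhibitors block K1F phage lysis so surviving cells raise fluorescence; higher fluorescence means more inhibition of phage lysis; actives were called in the ten point dose series up to 300 µM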
GPR35 arrestin U2OS: GPR35 antagonists blocking zaprinast-driven arrestin recruitment, primary screen, imaging, U2OS, beta-arrestin-GFP, zaprinast agonist (AID 2058); hit rate 0.052% among 290,000; U2OS GPR35 beta-arrestin-GFP translocation imaging, zaprinast antagonism; higher % means a stronger effect; inhibition, % at 10 µM, or IC50 in µM where a hit was titrated;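 active = inhibition of at least 50% with at least 30 cells and total cytoplasm GFP at most 10,000,000; inconclusive = under 30 cells or total GFP of 10,000,000 plus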
NTR1 agonist cell count 20 µM: also measured in NTR1 agonist; calls as there; cell count; measured here: cell count, cytotoxicity flag
NS5 inhibitors pilot replicate: recorded beside NS5 inhibitors, whose call it bears; inhibition, %; measured here: pilot screen replicate inhibition
Numbers without * were called inactive; ? = inconclusive; . = not tested or not shown; [ ] = dose if it differs, or a comment.

SMILES	HIV peptide binding	NS5 inhibitors	Siah-1 displacement	AID2073	GPR55 LPI antagonism	GPR55 beta-arrestin	NTR1 agonist	NTR1 agonist cell count 20 µM	K1F lysis inhibition	GPR35 arrestin U2OS	others
COc1cc(OC)c(C(=O)OCC(=O)N(Cc2ccccc2)C(C)(C)C)cc1OC	-1.6%	-4%	-2%	-6%	-5%	-0.7%	0.2	36	0.1%	-11%
Cc1ccc(NC(=O)CSCc2cc(=O)n3nc(C4CC4)sc3n2)cc1	-1.3%	-8%	-4%	4%	10%	0.0%	0.6	53	0.2%	-9%
CC(=O)c1cccc(NC(=O)N2CCCCCC2)c1	-0.4%	-8%	3%	15%	4%	-0.1%	-0.8	57	0.6%[50 µM]	-8%
O=CN/N=C/c1c(O)ccc2ccccc12	11%	?	0%	5%	18%	-0.3%	-1.3	44	-1.6%[50 µM]	8%
CCc1cccc(CC)c1NC(=O)Cn1c(-c2ccccc2Cl)nc2ccccc21	0.4%	0%	11%	4%	15%	-0.1%	3.2	66	-4.9%	4%
COc1ccccc1C(=O)Nc1ccc2[nH]ncc2c1	-0.5%	-4%	-3%	3%	-4%	0.3%	-0.4	43	-0.3%	4%
CCOc1ccc(Cn2nnc(C(=O)NCCc3ccccc3)c2N)cc1	9.3%	7%	-1%	-14%	20%	-0.1%	2.4	41	2.1%	24%
Cc1nnc(N2CCOCC2)c2ccccc12	2.3%	11%	3%	-2%	14%	-0.2%	1.0	66	0.6%	-11%
CC(SC(=S)N1CCCC1)C(=O)O (configuration not stated)	1.2%	.	18%	-2%	2%	-0.1%	0.0	43	.	15%
COc1ccccc1N1CCN(C(c2ccc(C)cc2)c2nnnn2C(C)C)CC1 (configuration not stated)	7.6%	-11%	2%	5%	-1%	-0.3%	-0.5	48	0.2%	3%
COc1ccccc1OCC(=O)Nc1ccc2c(c1)n(C)c(=O)n2C	2.2%	-4%	-2%	0%	3%	0.2%	-0.8	64	-0.3%	13%
CN(CC1CCCO1)S(=O)(=O)c1ccc(C(=O)Nc2ccccc2F)cc1 (configuration not stated)	1.7%	5%	-3%	-7%	0%	-0.1%	-0.1	76	1.9%[50 µM]	2%
COc1ccc(S(N)(=O)=O)cc1C(=O)NCC1(N2CCCCC2)CCCCC1	1.5%	-6%	-4%	15%	-7%	-0.1%	-1.5	85	2.8%	12%
Cc1ccc(CSc2nc3ccncc3[nH]2)cc1	0.3%	-3%	3%	-8%	10%	0.3%	-0.8	90	3.2%	13%
COc1cc(OC)cc(C(=O)Nc2nc(-c3ccccc3)c(-c3ccccc3)o2)c1	1.4%	18%	-12%	18%	23%	0.8%	0.2	70	-0.2%	-11%
O=C(NC1CCCCC1)c1cc(Cl)ccc1[N+](=O)[O-]	-0.6%	4%	-4%	-2%	11%	-0.2%	-0.1	70	2.3%[50 µM]	22%
CCOc1ccc(NS(=O)(=O)c2ccc(OCC(=O)NCCCOC)cc2)cc1	0.3%	-6%	3%	0%	16%	-0.1%	1.9	65	6.2%	-9%
Cc1ccc(Cn2c(=N)c(C#N)cc3c(=O)n4cccc(C)c4nc32)cc1	-0.6%	.	6%	8%	7%	0.2%	0.0	56	.	18%
COc1cc(C2C(C#N)=C(N)Oc3c2oc(CO)cc3=O)cc(OC)c1OC (configuration not stated)	-0.5%	-9%	-2%	0%	-16%	-0.2%	-1.4	96	0.8%	-10%
CN(c1ccc(F)cc1)S(=O)(=O)c1ccc(Cl)c(C(=O)Nc2ccc3c(c2)CCC3)c1	2.6%	0%	-3%	2%	3%	-0.1%	0.6	64	0.2%	4%
COc1ccc(NC(=O)c2sc3nc(Cc4ccccc4)cc(C(F)(F)F)c3c2N)cc1OC	4.4%	-7%	9%	29%	12%	0.1%	-3.3	9	3.1%	17%
Cc1ccc(CCNC(=O)NC(C)(C)C)cc1	0.9%	2%	2%	-4%	12%	0.0%	-4.0	83	1.6%	0%
Cc1nc(C)c(C(=O)C2=C(O)C(=O)N(CCN(C)C)C2c2cccs2)s1 (configuration not stated)	15%	-1%	1%	-10%	0%	0.0%	1.3	37	1.8%	-2%
CC(=O)c1c(C)oc2ccc(NS(=O)(=O)c3ccc(F)cc3C)cc12	-0.4%	-1%	1%	13%	4%	0.3%	3.0	62	0.3%	2%
O=C(C[n+]1ccc(C(=O)N/N=C/c2ccc(Br)cc2)cc1)c1ccccc1	-1.7%	-4%	2%	0%	8%	-0.1%	1.0	42	8.6%	-1%
(continued)
SMILES	HIV peptide binding	NS5 inhibitors	Siah-1 displacement	AID2073	GPR55 LPI antagonism	GPR55 beta-arrestin	NTR1 agonist	NTR1 agonist cell count 20 µM	K1F lysis inhibition	GPR35 arrestin U2OS	others
CCOC(=O)[C@@H]1[C@H]2COc3ccccc3[C@@H]2N2C(=O)N(c3ccc(OC)cc3)C(=O)[C@@]12C	1.1%	-6%	5%	-2%	4%	0.0%	-1.3	87	0.6%	7%
CSc1ccccc1C(=O)Nc1cccc(C(C)O)c1 (configuration not stated)	-0.8%	-1%	0%	-4%	-19%	-0.1%	0.0	56	0.3%	7%
CC(C)(C)c1cc[n+](-c2[nH]c(=O)sc2/C=N/N=C(\[O-])c2ccccc2)cc1	2.0%	8%	3%	-19%	19%	-0.1%	0.3	53	-0.1%	4%
Cc1ccc(C2/C(=C(/O)c3ccc4c(c3)CC(C)O4)C(=O)C(=O)N2CCCn2ccnc2)cc1 (configuration not stated)	-2.9%	-5%	-4%	16%	-18%	-0.2%	-0.1	68	0.0%	32%
CCOC(=O)C1CCN(C(=O)COc2ccc(N(C)S(=O)(=O)c3ccc(C)cc3)cc2)CC1	-2.5%	4%	10%	-4%	3%	-0.1%	0.7	46	-4.2%	2%
Cc1ccc(N2CCN(C(=S)Nc3ccccc3C)CC2)cc1	0.6%	-1%	5%	-10%	6%	0.2%	-0.6	78	0.2%	8%
CCOC(=O)c1nnc(-c2ccccc2)nc1Sc1ccccc1Cl	1.4%	-3%	-1%	-8%	-2%	-0.1%	20	54	0.5%	7%
CCN(CC)c1ccc(C=Nc2ccc(C#N)cc2)c(O)c1	-2.9%	-10%	-8%	1%	5%	0.3%	0.4	43	0.5%	-7%
CN1CCc2c(sc3c2C(=O)NC(c2cn(Cc4ccccc4)c4ccccc24)N3)C1 (configuration not stated)	17%	-37%	-1%	11%	8%	-0.1%	-1.7	83	0.7%	-1%	NS5 inhibitors pilot replicate=4.7
O=C(Nc1ccc(Nc2ccccc2)cc1)Nc1ccccc1Cl	-1.4%	22%	-5%	-2%	6%	0.6%	22	89	0.1%	9%
O=C(O)CCC(=O)N1CCc2cc(S(=O)(=O)NCc3ccc(Cl)cc3)ccc21	0.4%	0%	8%	6%	-2%	0.1%	-0.5	62	-0.5%	10%
Cc1cc2cc3c(cc2nc1SCC(=O)N1CCCC1)OCCO3	0.7%	-1%	1%	5%	-15%	-0.1%	-0.7	48	-1.2%	4%
COc1ccc(CN2C(=O)/C(=C/c3ccncc3)SC2=S)cc1	-2.1%	0%	28%	2%	-8%	0.0%	16	47	-1.1%	8%
COc1cccc(OCCn2ccnc2)c1	2.2%	-1%	17%	22%	2%	0.8%	0.1	49	3.0%	1%
CN(C)S(=O)(=O)c1ccc(Cl)c(NC(=O)COC(=O)c2cc(-c3ccccc3)nc3ccccc23)c1	-0.4%	3%	0%	?	4%	-0.3%	0.0	63	1.5%[50 µM]	-13%
COC(=O)c1cc(S(=O)(=O)N2CCN(c3ccccc3F)CC2)c[nH]1	0.9%	-1%	2%	1%	0%	-0.2%	-0.5	54	0.4%	-6%
O=C(NCc1ccccn1)c1ccc(OC2CCN(Cc3ccccc3)CC2)cc1	0.5%	-2%	-3%	-1%	5%	0.0%	3.3	92	-0.1%	3%
O=C(O)CNC(=O)/C=C/c1c(Cl)cccc1Cl	0.1%	-2%	-5%	-6%	3%	0.5%	0.2	53	0.2%	17%
CCC(Cc1ccccc1)NC(=O)CN1C(=O)CSc2ncccc21 (configuration not stated)	0.2%	4%	2%	-10%	4%	-0.3%	2.0	40	1.5%	-5%
CSc1ccccc1OCc1cc(C(=O)N2CCN(C3CCCC3)C(=O)C2)no1	-2.8%	-3%	1%	36%	10%	0.3%	1.4	67	-0.4%[50 µM]	-8%
COc1cc(/C=C/C(=O)O)cc(S(=O)(=O)NCCCO)c1OC	-2.9%	-5%	4%	0%	8%	-0.1%	0.4	75	0.6%	1%
O=C(O)CC1(CC(=O)Nc2ccc(Cl)cc2C(=O)c2ccccc2)CCCC1	-0.7%	1%	4%	0%	-7%	-0.2%	-0.2	47	-1.3%[50 µM]	1%
CN1c2ccsc2/C(=N/NC(=O)c2c(F)cccc2F)CS1(=O)=O	-1.9%	9%	-5%	-11%	-4%	-0.1%	-0.5	49	0.0%	16%
O=C(Cc1c[nH]c2ccccc12)N1CCN(c2ccccc2)CC1	1.7%	-2%	0%	0%	-5%	-0.2%	0.2	48	-0.1%	-4%
COc1ccccc1N1C(=O)C=C(Sc2nc(C)cc(C)n2)C1=O	0.4%	.	5%	-137%	0%	-0.1%	0.2	53	.	5%
(cont.)
SMILES	HIV peptide binding	NS5 inhibitors	Siah-1 displacement	AID2073	GPR55 LPI antagonism	GPR55 beta-arrestin	NTR1 agonist	NTR1 agonist cell count 20 µM	K1F lysis inhibition	GPR35 arrestin U2OS	others
Cc1ccccc1-c1coc2cc(O)ccc2c1=O	3.3%	-5%	-3%	28%	6%	-0.2%	-0.8	49	1.0%	0%
Cc1csc2ncc(C(=O)NCCc3ccccc3)c(=O)n12	-1.2%	-4%	-2%	5%	-6%	-0.3%	1.2	73	-1.2%	-11%
O=c1[nH]c(=O)n(Cc2ccco2)c2c1C(C(F)(F)F)(C(F)(F)F)N=C(CCc1ccccc1)N2	-0.4%	2%	-4%	-6%	-9%	-0.2%	4.4	49	-1.4%	-2%
COc1cc(Br)cc(/C=C/c2ccc3cccc(O)c3n2)c1OC	-0.6%	13%	-10%	33%	0%	-0.1%	8.2	42	0.3%	-2%
CN(C)CCCNc1nc(N)c([N+](=O)[O-])c(NCc2ccccc2)n1	-0.6%	-8%	2%	1%	3%	0.0%	1.0	105	-0.7%[50 µM]	9%
COC(=O)c1cc2ccccc2c(-c2c(OC)c(C(=O)OC)cc3ccccc23)c1OC	-0.9%	-10%	3%	3%	28%	0.0%	1.4	85	-0.5%	-8%

Bioassay records: PubChem, several laboratories
